KLK7 zymogen act – proKLK7 (human) activation, primary screen; P49862; purified proKLK7, EDANS-DABCYL substrate fluorescence; 100% is mature enzyme control, 0% vehicle; activation, % at 7 µM; 370,000 tested, 0.9% active;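 active = activation above the mean of all tested compounds plus 3 SD, computed per campaign excluding outliers beyond control limits, cut at about 13% in these data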
Target sequence (P49862 whole entry, looked up): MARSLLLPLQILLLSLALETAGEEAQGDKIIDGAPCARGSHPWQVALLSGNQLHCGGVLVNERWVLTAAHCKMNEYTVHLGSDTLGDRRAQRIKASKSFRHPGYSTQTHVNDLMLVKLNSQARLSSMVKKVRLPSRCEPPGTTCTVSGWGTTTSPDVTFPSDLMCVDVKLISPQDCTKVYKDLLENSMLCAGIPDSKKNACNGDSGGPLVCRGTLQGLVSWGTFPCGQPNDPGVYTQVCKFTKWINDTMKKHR
GAA850 FXN act – frataxin GAA850 promoter activation; HEK293 lucGAA850 FXN promoter luciferase reporter, 24 h; percent of 10 µM SAHA response; AID 540364; activation, % at 6 µM; 360,000 tested, 0.56% active;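 active = activation above the average of all compounds screened plus 3 SD, cutoff fixed separately per campaign, cut at about 7.5% in these data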;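 note: 0% = DMSO wells and 100% = 10 µM SAHA wells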
SMARCA2 activ – increases SMARCA2 function in MMTV reporter cells; MG213 cells, MMTV-luciferase reporter, dexamethasone, overnight; activation, % at 9.1 µM; 370,000 tested, 1% active; in the data active = activation above about 7.8%;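 note: 0% = vehicle wells and 100% = reference activator wells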
NPR1 activator – GC-A (human) enzyme activation; P16066; HEK293 GC-A cells, cGMP TR-FRET, EC30 ANP; 0% at EC30 ANP, 100% saturating ANP; activation, % at 10 µM; 370,000 tested, 0.14% active; AID 1671463; in the data active = activation above about 40%
ssDAF-12 act – activates DAF-12 receptor from parasite S. stercoralis | 370,000 tested, 1% active | activation, % at 6.8 µM | AID 652126 | HEK293 ssDAF-12/GRIP1 lit1-tk-luc reporter, luminescence; % of 3 µM dafachronic acid response;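 active = activation above the mean over all tested compounds plus 3 SD, cut at about 0.9% in these data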;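 note: 0% = DMSO-only wells and 100% = 3 µM delta7-dafachronic acid wells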
DAX1 inh-1 – inhibits human nuclear receptor DAX1 | P51843 | HEK293 Gal4-DAX1 luciferase reporter, luminescence | inhibition, % at 6.75 µM | 340,000 tested, 0.99% active | AID 504766;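 active = inhibition above the mean over all tested compounds plus 3 SD, cut at about 4.2% in these data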;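 note: 0% = DAX1-transfected cells with DMSO and 100% = empty-vector control cells with DMSO; inhibition shows as a rise in luminescence from relieved DAX1 repression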
Target sequence (P51843 207-470 limits assumed): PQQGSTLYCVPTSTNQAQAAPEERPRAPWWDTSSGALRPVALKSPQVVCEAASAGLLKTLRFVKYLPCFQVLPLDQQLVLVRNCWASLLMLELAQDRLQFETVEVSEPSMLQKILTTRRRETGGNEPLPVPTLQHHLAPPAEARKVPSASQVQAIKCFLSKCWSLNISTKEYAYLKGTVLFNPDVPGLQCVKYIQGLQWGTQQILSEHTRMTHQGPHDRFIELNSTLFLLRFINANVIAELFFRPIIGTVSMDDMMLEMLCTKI
hgDAF12 agonist – agonists of H. glycines DAF-12 nuclear receptor. 370,000 tested, 1.8% active. activation, % at 6.8 µM. AID 687014. HEK293 GAL4-hgDAF12 UAS-luciferase reporter, agonist luminescence; normalized to butyrate control;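 active = activation above a cutoff set at the mean of all screened compounds plus 3 SD, cut at about 10% in these data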;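 note: 0% = DMSO wells and 100% = sodium butyrate wells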
GC-B act – GC-B (human) receptor activation; P20594; HEK293-GC-B cells, CNP EC30, cGMP TR-FRET; 0% at EC30 CNP, 100% saturating CNP; activation, % at 10 µM; 370,000 tested, 0.11% active;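 active = activation at 10 µM reaching about 35% in either raw or pattern-adjusted values, limit read from the data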
sPLA2-III inh – Blocks human group III sPLA2 activity; QFRET BODIPY PC-A2 liposome hydrolysis, fluorescence; inhibition, % at 12.2 µM; 370,000 tested, 0.56% active; AID 743126;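 active = inhibition above mean plus 3 SD of compounds lying within the high and low control bounds, cut at about 19% in these data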;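 note: 0% = median of test compound wells and 100% = no enzyme DMSO wells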
Target sequence (Q9NZ20 whole entry, looked up): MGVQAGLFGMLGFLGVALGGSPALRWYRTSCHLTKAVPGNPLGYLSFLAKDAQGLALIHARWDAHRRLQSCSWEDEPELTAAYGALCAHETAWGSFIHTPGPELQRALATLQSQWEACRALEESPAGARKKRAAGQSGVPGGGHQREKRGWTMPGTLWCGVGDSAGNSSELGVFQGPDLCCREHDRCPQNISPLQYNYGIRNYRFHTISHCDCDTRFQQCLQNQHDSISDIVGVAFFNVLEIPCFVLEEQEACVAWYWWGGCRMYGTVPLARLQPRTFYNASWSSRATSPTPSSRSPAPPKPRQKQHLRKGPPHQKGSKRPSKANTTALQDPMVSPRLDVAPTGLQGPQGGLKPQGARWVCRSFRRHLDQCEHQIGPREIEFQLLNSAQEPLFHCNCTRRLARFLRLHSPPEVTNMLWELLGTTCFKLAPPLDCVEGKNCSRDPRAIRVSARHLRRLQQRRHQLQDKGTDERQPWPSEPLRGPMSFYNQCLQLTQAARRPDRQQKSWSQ
hcDAF12 agonist – activators of H. contortus DAF-12 nuclear receptor | activation, % at 6.8 µM | HEK293 hcDAF-12 lit1-tk-luc reporter, luminescence; 0% DMSO, 100% Δ7-dafachronic acid | 370,000 tested, 1.4% active | AID 652067;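 active = activation above the mean of all tested compounds plus 3 SD, cut at about 5.5% in these data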;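 note: 100% = response to 3 µM Δ7-dafachronic acid high control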
DAX1 inh-2 – blocks DAX1 repression of SF-1 activated StAR promoter; HEK293T StAR-luciferase reporter, SF-1/DAX-1 repression relief; inhibition, % at 6.8 µM; 370,000 tested, 1.1% active; AID 652010;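 active = inhibition above the mean over all tested compounds plus 3 SD, cut at about 3.6% in these data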;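 note: 0% = DAX-1 cells with DMSO and 100% = cells lacking DAX-1 with DMSO; higher inhibition means more luminescence from relief of DAX-1 repression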
Starred values were filed as active, the others as inactive; / = no result given. Rows were taken by chance; overall some 6.7% were active at least once.

SMILES | KLK7 zymogen act | GAA850 FXN act | SMARCA2 activ | NPR1 activator | ssDAF-12 act | DAX1 inh-1 | hgDAF12 agonist | GC-B act | sPLA2-III inh | hcDAF12 agonist | DAX1 inh-2
OC(c1ccccc1)(c1ccccc1)C1CCN(CCCNc2ccccc2F)CC1 | 0.2 | / | -1 | -17 | 0.1 | / | 0.6 | -11 | -20 | 1.4 | 1.3
Cc1ccc(OCCn2ccnc2)c([N+](=O)[O-])c1 | 7.1 | 0.8 | -1 | 0 | -1.2 | 1.0 | -1.0 | -1 | 0 | -1.8 | 0.2
CCn1cc(Br)c(C(=O)NN)n1 | 0.1 | 3.1 | 3 | 4 | 0.1 | 1.9 | 7.6 | 3 | -1 | 6.7* | 2.7
COc1ccccc1N1CCN(CCNC(=O)Nc2cccc(C)c2C)CC1 | 0.2 | -1.5 | -3 | -5 | -1.1 | 3.4 | -3.9 | -5 | -13 | -3.1 | -0.8
CCCOc1ccc(C(=O)Nc2ccc(S(=O)(=O)N3C[C@@H]4C[C@@H](C3)c3cccc(=O)n3C4)cc2)cc1 | -0.3 | 0.0 | 2 | -1 | -1.7 | -1.0 | -6.1 | 0 | -16 | -4.7 | -1.0
O/N=C1\CCC\C1=C/c1ccco1 | 0.0 | 1.6 | 0 | 2 | -0.8 | 0.2 | 0.0 | 1 | 0 | -0.5 | 0.7
CC1(C(=O)NS(=O)(=O)c2cccc(C#N)c2)CCN1C(=O)Cc1ccc(-c2ccccc2)cc1 (stereo unspecified) | -0.5 | 0.0 | -2 | 4 | -1.1 | / | 1.9 | -4 | -30 | -1.5 | -0.4
Cc1nc(-c2ccc([N+](=O)[O-])cc2)c(-c2ccccc2)o1 | -0.8 | 4.4 | -1 | 4 | -1.3 | 0.7 | -4.7 | -4 | 5 | -3.6 | -0.4
CSc1ccc(NC(=O)C2(C)CCN2C(=O)Cc2ccc(C(C)(C)C)cc2)cc1 (stereo unspecified) | 0.3 | -0.1 | -4 | 0 | -2.1 | / | -4.1 | 5 | -2 | -3.7 | -3.6
Cc1cc(C)n2nc(SCC(=O)c3cc(C)n(-c4cc(C)on4)c3C)nc2n1 | 0.2 | -1.8 | -3 | 5 | -2.6 | -2.5 | -5.7 | 1 | 0 | -3.2 | -2.2
CC(C)c1ccccc1-n1c(SCc2cc(=O)oc3ccc4ccccc4c23)nnc1-c1cccnc1 | -4.8 | 0.5 | -1 | -30 | -1.9 | -1.6 | -2.0 | -17 | -26 | -3.8 | -0.8
COc1cc(NC(=O)c2ccccc2F)c(OC)cc1NC(=O)CN1CCOCC1 | 0.5 | 2.2 | -3 | 5 | -1.8 | -0.5 | -2.9 | -1 | 6 | -2.7 | -1.9
O=C(c1cc(COc2ccc(F)cc2F)on1)N1CCN(C(=O)c2ccco2)CC1 | 0.5 | 0.9 | -4 | 8 | -1.1 | 0.0 | -0.2 | -1 | 2 | -2.2 | -1.7
COc1ccc(-n2nc(C(=O)NCC(=O)NCC3CCCO3)c3ccccc3c2=O)c(OC)c1 (stereo unspecified) | -0.2 | -1.9 | 2 | 1 | -1.4 | -0.2 | -2.2 | 5 | -4 | -0.8 | -0.2
COc1ccc(-c2nnc(SCc3ccc(C(=O)O)cc3)o2)cc1OC | -0.4 | 1.2 | -2 | 1 | -0.4 | -1.3 | -2.5 | 1 | 5 | -1.7 | 0.8
CSc1ccc(NC(=O)NCCN2CCc3ccccc3C2)cc1 | 0.3 | -0.8 | 2 | -1 | -0.6 | 0.6 | 2.8 | -5 | -6 | -0.8 | -0.1
C=C(C)C1CC=C(C)/C(=N/NC(=O)c2ccoc2C)C1 (stereo unspecified) | 0.2 | 6.9 | 2 | 2 | -0.2 | 2.8 | 20* | 0 | -2 | 5.9* | 4.3*
Cc1ccc(OCc2cc(C(=O)N(C)Cc3cc(C4CC4)n[nH]3)no2)cc1C | 0.2 | 1.1 | 0 | 2 | -1.4 | 1.0 | 4.0 | 0 | -24 | 2.9 | 0.1
CCCNC(=O)C1(C)CCN(Cc2ccc(OCc3ccccc3)cc2)C1 (stereo unspecified) | 0.3 | 0.9 | -1 | -6 | 0.1 | / | 4.3 | 0 | 7 | 1.4 | -2.2
CCN(CC(=O)NC(C)C)C(=O)Cc1ccc(C)c(C)c1 | -0.1 | -0.1 | 1 | 1 | -1.6 | -0.9 | 1.7 | 3 | -3 | 0.9 | -0.3
Nc1nc(N2CCCCC2)c(C=O)c(N2CCCCC2)n1 | -0.3 | -1.1 | -3 | 1 | -1.4 | 0.7 | -0.6 | 1 | 11 | -0.4 | 0.1
Cn1c(O)c(N=NC(=O)c2ccco2)c2ccccc21 | -0.7 | 8.4* | 5 | -1 | 1.3* | 0.6 | 19* | -8 | 2 | 12* | 4.2*
CCOC(=O)C1CCN(S(=O)(=O)c2cc(Br)cc3c2N(C(C)=O)C(C)C3)CC1 (stereo unspecified) | -0.3 | 0.3 | -3 | -3 | -1.4 | -0.5 | -3.0 | 3 | -3 | 0.7 | 0.1
Cc1c([N+](=O)[O-])cc(C(=O)NCc2ccc(F)cc2)cc1[N+](=O)[O-] | -0.3 | -0.6 | -2 | 15 | -1.0 | -0.1 | 2.0 | 16 | 1 | 0.1 | -0.3
C=CCn1c(SCC(=O)NC2CCCC2)nnc1-c1ccccn1 | -0.1 | 3.8 | -2 | 0 | -0.6 | 0.0 | -1.4 | -1 | -2 | 0.4 | -0.4

Later entries:
SMILES | KLK7 zymogen act | GAA850 FXN act | SMARCA2 activ | NPR1 activator | ssDAF-12 act | DAX1 inh-1 | hgDAF12 agonist | GC-B act | sPLA2-III inh | hcDAF12 agonist | DAX1 inh-2
CC(C)(C)CN1CCNC(=O)C1CC(=O)N1CCN(c2ccccc2)CC1 (stereo unspecified) | 2.4 | 1.7 | -3 | 3 | -1.0 | 0.3 | -0.3 | 0 | -1 | 0.3 | -0.3
O=C(O)c1ccc(NCc2nc3ccccc3n2CCOc2ccccc2Cl)cc1 | -0.4 | 5.8 | 2 | 1 | -0.2 | 0.9 | 4.0 | -1 | -13 | -1.5 | -0.2
COc1cc(OC)c(NC(=S)Nc2cc(Cl)cc(Cl)c2)cc1Cl | -0.5 | 1.2 | 1 | 7 | -0.8 | -0.6 | 0.2 | 0 | 4 | -2.6 | -0.2
COCCN=c1scc(-c2cccs2)n1/N=C/c1ccc(O)c(O)c1O | -0.2 | 3.3 | -2 | 8 | -1.9 | -1.1 | -2.1 | 15 | 42* | -2.0 | 0.5
Cc1ccc(Cl)c(OCC(=O)N(C)CC(=O)Nc2ccc(N3CCOCC3)cc2)c1 | 0.2 | -2.5 | -3 | -1 | -1.3 | -0.5 | -0.6 | 0 | 7 | -1.9 | -0.3
Cc1ccsc1/C=N/N1CCN(C2c3ccccc3-c3ccccc32)CC1 | 0.2 | -1.4 | -1 | -4 | -0.8 | -0.2 | 2.3 | 6 | 4 | -0.3 | 0.5
N#CC1(Nc2ccc(Br)cc2)CCCC1 | 0.1 | -1.7 | 1 | -1 | -0.9 | -0.5 | 2.9 | 2 | 1 | 1.7 | 0.3
Nc1nc(SCC(=O)c2cccs2)n[nH]1 | 0.5 | 2.4 | 2 | 5 | -0.9 | 1.2 | 0.1 | 6 | 2 | -1.4 | -0.1
Cc1ccc(CNC(=O)C2COc3ccccc3O2)cc1 (stereo unspecified) | 0.4 | 3.5 | 1 | 0 | -0.1 | 0.5 | 2.3 | 0 | 8 | 0.9 | 2.1
Cc1[nH]n2c(=O)c3c(nc2c1-c1cccc2ccccc12)CCC3 | -18 | -1.1 | -7 | 1 | -0.7 | 0.9 | 1.4 | -4 | -2 | 0.1 | -0.6
CC(=O)Oc1cc(C)cc2oc(=O)cc(-c3ccccc3)c12 | -0.2 | 0.8 | -3 | -8 | -1.8 | -1.6 | -1.8 | 1 | 5 | -1.2 | -0.5
CC(C)C1Nc2ccc(S(=O)(=O)N3CCOCC3)cc2NC1=O (stereo unspecified) | 0.5 | -0.1 | 0 | -4 | -0.6 | -0.9 | -0.4 | 1 | -1 | -0.5 | 0.1
Cn1c(COc2ccc(Cl)cc2)nnc1SCC(=O)NC1CCCCC1 | 3.7 | -3.5 | 0 | 3 | -1.5 | -0.2 | 0.3 | 1 | -3 | -2.1 | 0.6
Cc1ccc(SCCSc2ncccn2)cc1 | 0.1 | 1.6 | 5 | 3 | 1.0* | 3.2 | 18* | -6 | -3 | 7.6* | 3.0
O=C1c2ccccc2NC2(CCCC2)N1N=C1CCCC1 | 8.5 | 4.8 | 5 | -2 | -1.4 | 2.8 | 7.0 | 3 | 5 | 3.6 | 1.0
COC(=O)c1ccc(CC2(C)C(=O)Nc3ccc(OC(F)(F)F)cc32)o1 (stereo unspecified) | 0.4 | 1.9 | 0 | -5 | -1.5 | / | -1.2 | -3 | -10 | 1.2 | -0.4
COc1ccc(NC(=O)C(NS(=O)(=O)c2ccc3c(c2)CCCN3C(C)=O)C(C)C)c(OC)c1 (stereo unspecified) | -0.3 | 1.6 | -3 | 0 | -1.6 | -0.4 | 1.3 | 2 | 0 | 0.8 | 0.0
CCCCn1c(N)c(N(CC(C)C)C(=O)c2cccc(S(=O)(=O)N3CCN(C)CC3)c2)c(=O)[nH]c1=O | 0.5 | -0.8 | -5 | 4 | -0.5 | -0.1 | -0.6 | 0 | 5 | 0.9 | 1.6
CC(/C=C/C(=O)c1ccc(C)cc1)=C\c1ccccc1 | -0.8 | 2.9 | 2 | -2 | -0.1 | 5.3* | 4.4 | -1 | 0 | 4.1 | 1.1
S=C(Nc1ccc2nsnc2c1)N1CCCCC1 | 4.1 | 6.6 | 3 | 1 | -0.6 | 2.6 | 5.1 | -3 | 0 | 2.5 | 1.3
O=C(CN1C(=O)CCS(=O)(=O)c2ccccc21)NCCc1ccccc1 | 0.2 | -1.4 | -3 | 0 | -1.2 | 0.0 | 1.5 | 0 | 3 | 0.9 | 1.7
CC(OC(=O)CCCN=C1NS(=O)(=O)c2ccccc21)C(=O)NC1CCCCC1C (stereo unspecified) | 0.2 | 1.3 | -1 | 0 | -0.8 | 1.0 | 3.2 | -2 | 7 | -2.2 | -0.5
C[C@H]1C(c2ccc(F)cc2)=NN(c2ccccc2)[C@@H]1CO | 23* | -2.1 | 2 | 16 | -0.9 | -1.0 | 1.2 | -4 | 15 | -1.6 | -0.9
CCC(=O)Nc1nnc(C)s1 | 0.2 | 0.1 | 0 | -1 | -0.2 | 1.6 | 1.4 | -3 | 1 | -0.6 | -0.2
O=C(NCCC(=O)N(Cc1ccco1)Cc1cccs1)c1ccc(Br)cc1 | 0.2 | -1.4 | -1 | -12 | -0.4 | 1.4 | 0.2 | -6 | -6 | -2.0 | 0.2

Record cards, from the list above. Order of screens: KLK7 zymogen act	GAA850 FXN act	SMARCA2 activ	NPR1 activator	ssDAF-12 act	DAX1 inh-1	hgDAF12 agonist	GC-B act	sPLA2-III inh	hcDAF12 agonist	DAX1 inh-2
Results for Cc1[nH]n2c(=O)c3c(nc2c1-c1cccc2ccccc12)CCC3 = -18	-1.1	-7	1	-0.7	0.9	1.4	-4	-2	0.1	-0.6
Results for COCCN=c1scc(-c2cccs2)n1/N=C/c1ccc(O)c(O)c1O = -0.2	3.3	-2	8	-1.9	-1.1	-2.1	15	42*	-2.0	0.5
Results for COC(=O)c1ccc(CC2(C)C(=O)Nc3ccc(OC(F)(F)F)cc32)o1 (stereo unspecified) = 0.4	1.9	0	-5	-1.5	/	-1.2	-3	-10	1.2	-0.4
